Bioassay records deposited in PubChem by several laboratories.
m-calpain inh – blocks pig calpain II enzyme activity; inhibition, % at 16 µM; purified calpain II, fluorogenic peptide substrate, 30 min; 220,000 compounds, 0.37% hits;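 active means inhibition above about 50%, limit read from the data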
MDM2 E3 inh – inhibitors of human Mdm2 E3 ubiquitin ligase; cell-based MDM2 ubiquitination luciferase reporter, 2 h; 0 = plate control, 100 = twice control, blank-subtracted; 210,000 compounds, 0.11% hits; Q00987; signal enhancement, % at 5 µM;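 active means signal enhancement of 30% or more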;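 further: luminescence tracks abundance of the self-degrading MDM2-luciferase fusion protein; higher signal means inhibition of MDM2 E3 ligase activity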
Target sequence (Q00987 whole entry, looked up, the tested form may be a part): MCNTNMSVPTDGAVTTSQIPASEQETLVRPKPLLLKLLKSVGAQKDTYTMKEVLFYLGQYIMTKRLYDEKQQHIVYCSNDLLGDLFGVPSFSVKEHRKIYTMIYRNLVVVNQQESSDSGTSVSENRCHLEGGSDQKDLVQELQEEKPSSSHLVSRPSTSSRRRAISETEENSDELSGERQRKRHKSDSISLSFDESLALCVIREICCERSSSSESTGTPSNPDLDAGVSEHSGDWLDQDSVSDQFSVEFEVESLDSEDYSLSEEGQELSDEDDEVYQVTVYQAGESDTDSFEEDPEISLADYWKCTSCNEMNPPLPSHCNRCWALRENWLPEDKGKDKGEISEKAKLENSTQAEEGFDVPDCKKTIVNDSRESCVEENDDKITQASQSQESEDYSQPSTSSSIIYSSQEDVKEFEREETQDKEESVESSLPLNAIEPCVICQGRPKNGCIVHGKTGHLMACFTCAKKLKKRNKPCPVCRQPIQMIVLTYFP
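System: stable MDM2–luciferase fusion reporter cells / Input: 2000 cells seeded into each well / Schedule: 4 h settle plus 2 h compound, 37 °C / Compound: single-point 5 µM / Buffer or medium: cells held in DMEM / Benchmarks: control and blank well means / Evaluation: percent signal gain over controls, blank-subtracted / Measured by: luciferase luminescence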
TNF necrop inh – TNF-alpha cell death inhibition in Jurkat FADD-/- cells | Jurkat FADD-/- TNF necroptosis rescue, ATP luminescence, 24 h; 0 = TNF only, 100 = no-TNF cells | activation (protection from cell death), % at 10 µM | 220,000 compounds, 0.068% hits;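 active means activation, meaning protection from cell death, of at least 50% relative to plate controls; inactive means activation below 50%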;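 further: necroptosis triggered by 40 ng/mL TNF-alpha added together with compound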
PERK inhibitor – blocks human PERK kinase. Q9NZJ5. CHO PERK-DD fusion, SEAP luminescence translation reporter. inhibition, % at 5.6 µM. 220,000 compounds, 0.17% hits. AID 1416;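 active means inhibition above the mean inhibition of all tested compounds plus 3 SD, set separately per screening campaign, cut at about 2.9% in these data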;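 further: PERK kinase domain activated by AP20187 dimerizer at 100 nM; 0% = DMSO with dimerizer and 100% = rapamycin at 8.4 µM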
eIF4E 4G PPI – inhibitors of eIF4E and eIF4G interaction in translation initiation; TR-FRET eIF4E-eIF4GI(517-606) binding, 2 h; inhibition, % at 21.7 µM; 220,000 compounds, 0.37% hits; P63073+Q04637; AID 782;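 active means inhibition above about 30%, limit read from the data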;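 further: 0% = full FRET control wells and 100% = background wells lacking eIF4GI fragment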
EBV gp42 inh – inhibitors of Epstein-Barr virus glycoprotein 42; Q1HVG2; inhibition, % (tested at 21.74 µM); Fluorescence polarization binding assay, mP read-out; AID 1085; 220,000 compounds, 0.42% hits; in the data active means inhibition above about 50%
Target sequence (Q1HVG2 whole entry, looked up): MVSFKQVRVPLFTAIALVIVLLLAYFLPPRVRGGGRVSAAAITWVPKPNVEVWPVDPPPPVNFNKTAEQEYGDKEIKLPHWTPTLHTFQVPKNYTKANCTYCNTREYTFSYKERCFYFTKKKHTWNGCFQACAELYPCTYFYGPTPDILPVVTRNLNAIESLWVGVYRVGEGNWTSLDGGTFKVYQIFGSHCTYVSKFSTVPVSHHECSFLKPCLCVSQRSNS
L929 necroptosis – L929 zVAD cell death inhibition; L929 zVAD necroptosis rescue, ATP luminescence, 24 h; with zVAD 60 µM; viability rescue, % at 10 µM; 220,000 compounds, 0.38% hits; AID 1377;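 active means activation, scaled between plate controls, above about 75%, limit read from the data; inactive means activation under that limit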;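 further: 0% = zVAD with DMSO and 100% = DMSO alone without zVAD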
KCC2 mod – KCC2 (human) Cl- transport modulation; Q9H2X9; KCC2 cells, thallium flux FluoZin-2 fluorescence; B-score of Tl+ flux slope (higher = more flux/activation; lower = inhibition) at 10 µM; 190,000 compounds, 2.2% hits; AID 1456;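 active means thallium flux slope and its plate-corrected score both differing from the plate sample mean at a set confidence after two filtering rounds, in either direction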;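 further: slope of fluorescence scaled to starting intensity during 10 to 20 s after thallium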
Rad51 HR inh – Rad51 (human) homologous recombination inhibition; Q06609; hRad51 DNA strand exchange, fluorescence dequenching; inhibition, % at 10 µM; 200,000 compounds, 0.085% hits; AID 1385;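 active means inhibition above 40% at the single screening dose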;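 further: 0% = DMSO control wells and 100% = blanks with heterologous ssDNA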
Target sequence (Q06609 whole entry, looked up): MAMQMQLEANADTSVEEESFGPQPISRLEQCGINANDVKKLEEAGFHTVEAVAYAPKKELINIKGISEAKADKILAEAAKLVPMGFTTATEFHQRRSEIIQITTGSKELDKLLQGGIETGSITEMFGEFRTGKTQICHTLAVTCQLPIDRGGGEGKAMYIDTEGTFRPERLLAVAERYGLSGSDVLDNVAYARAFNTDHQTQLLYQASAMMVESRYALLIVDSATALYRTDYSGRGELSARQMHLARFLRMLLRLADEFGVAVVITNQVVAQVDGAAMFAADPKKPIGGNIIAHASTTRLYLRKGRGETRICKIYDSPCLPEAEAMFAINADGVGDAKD
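System: hRad51 filaments on single-stranded DNA; reagent: Fluorescein- and BHQ1-tagged 47-mer duplex; compound dosing: one concentration, 10 µM final; timing: filaments 15 min 37 °C, then compound 30 min; measured by: fluorescein emission 520 nm, excitation 485 nm; benchmarks: per-plate controls and blanks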
The depositor's hits bear a star; nt = not tested or not shown; [ ] = remark or other dose.

SMILES	m-calpain inh	MDM2 E3 inh	TNF necrop inh	PERK inhibitor	eIF4E 4G PPI	EBV gp42 inh	L929 necroptosis	KCC2 mod	Rad51 HR inh
CCSc1nnc(NC(=O)C2CCCCC2C(=O)OCC(F)(F)C(F)F)s1 (centres undefined)	-19	-10	0.2	-0.4	-3[fluorescence artefact?]	-11	1.6	nt	3
O=C(NCC1CCC(C(=O)O)CC1)OCc1ccccc1 (centres undefined)	-7	19	-0.9	0.1	3	-2	0.1	0.051	nt
O=C(Nc1ncc(Cc2cccc(Cl)c2)s1)c1cccs1	-16	nt	-2.5	-0.8	-8	4	71	-0.65	-5
N#C/C(=C/c1ccncc1)c1nc2ccccc2c(=O)[nH]1	-19	-5	-0.5	1.0	2	-8	0.0	0.0061	-7
O=C(COC(=O)Cc1ccccc1F)Nc1ccc(F)cc1F	-32	2	-0.2	1.7	-2	-3	0.0	0.4	8
Cc1ccc(C)c(NC(=O)c2cc(=O)c3ccccc3o2)c1	-2	-14	-2.3	0.1	5[fluorescence artefact?]	-10	nt	-0.4	nt
Cc1ccc(S(=O)(=O)Nc2ccnc(-c3cccnc3)n2)cc1	1	-22	1.0	0.0	-2	10	-1.7	0.89	3
CCCCOc1ccc(CN(C)c2ncnc(N)n2)cc1	10	-20	-3.5	0.2	-2	-20	0.1	0.59	-1
CC(C)(C)n1nnnc1C(c1ccc(F)cc1)N(Cc1ccc(F)cc1)Cc1ccco1 (centres undefined)	4	1	-0.5	-0.3	0	-16	-0.3	0.1	2
COC(=O)Cc1c(O)ccn(CCc2ccccc2)c1=O	25	-3	-0.1	0.2	0	-1	1.5	-0.8	3
COc1cccc2cc(C(=O)NC(C)C3CCCO3)c(=O)oc12 (centres undefined)	-123	8	-1.6	-0.6	1[fluorescence artefact?]	-23	-0.4	0.033	-7
CCCc1cc(=O)[nH]c(SCc2ccc(Cl)cc2)n1	-3	3	0.7	0.2	7	-15	1.3	-0.9	0
O=C1CCCN1CCCNC(=S)Nc1cccc2ccccc12	-1	-16	-3.3	0.3	0	2	-0.2	-0.14	-1
CC(NC(=O)c1cc2cc([N+](=O)[O-])ccc2oc1=O)C1CCCO1 (centres undefined)	3	-23	-1.5	0.9	4	-6	0.5	0.00035	-6
Cc1cc([N+](=O)[O-])ccc1NC(=S)NC(=O)Cc1ccccc1	-7	19	1.5	-0.4	-8	6	1.2	8.5*	nt
Cc1cc(C)n(S(=O)(=O)c2ccc(C(C)(C)C)cc2)n1	9	-6	1.3	0.1	-2[fluorescence artefact?]	-3	0.1	nt	-6
Cc1nn2c(NCCN(C)C)c3c(nc2c1-c1ccccc1)CCCC3	2	-12	0.0	0.4	-2	-2	-1.5	-0.22	15
COc1ccc(C(=O)COc2ccccc2N2C(=O)C3C4C=CC(C4)C3C2=O)cc1 (centres undefined)	24	-10	0.6	-1.1	6	0	-0.2	nt	-3
CC(NC(=O)CCSc1nc(-c2ccc3c(c2)OCO3)cc(C(F)(F)F)n1)c1ccccc1 (centres undefined)	-19	-11	2.3	-0.1	6	-12	0.6	-1.4	-5
O=C(Nc1ccccn1)c1c(O)c2cccc3c2n(c1=O)CCC3	-145	-20	-0.6	-0.3	-18	-15	1.5	0.067	3
O=C(c1ccco1)N1CCN(C(c2ccccc2F)c2nnnn2Cc2cccs2)CC1 (centres undefined)	6	-10	-3.2	-0.3	-8	-12	-0.1	-0.003	-2
N#Cc1c(-c2ccccc2)nc(-c2ccccc2)[nH]c1=O	-2	-1	-0.8	-0.1	-6	-6	-0.1	nt	-2
COc1ccc(N)cc1C#N	-14	1	-0.7	1.3	-2	-8	0.0	-0.12	-4
Cc1ccc(C)c(NC(=O)CCC(=O)N/N=C2/CC(=O)CC(C)(C)C2)c1	2	-13	-0.6	0.2	6	-11	3.4	-0.73	30
CCc1ccc(OCC2c3cc(OC)c(OC)cc3CCN2C(=S)NCCOC)cc1 (centres undefined)	0	-5	3.3	-0.1	-3	11	1.8	-0.49	7
Later entries
SMILES	m-calpain inh	MDM2 E3 inh	TNF necrop inh	PERK inhibitor	eIF4E 4G PPI	EBV gp42 inh	L929 necroptosis	KCC2 mod	Rad51 HR inh
CN(c1ccccc1)c1nc(N)c([N+](=O)[O-])c(NCc2ccccc2)n1	27	0	-7.0	-1.3	0	0	-0.5	nt	-5
O=C(NCCN1CCN(C(=O)C(c2ccccc2)c2ccccc2)CC1)C(=O)Nc1ccccc1	-16	-13	-2.8	-0.4	2	1	0.0	-1.4	0
CCc1[nH]nc2c1C(C1C=CCCC1)C(C#N)=C(N)O2 (centres undefined)	-6	5	-6.5	2.1	-3	-4	0.5	-0.56	4
COc1ccc(-c2cc(CCCC(=O)NCCc3ccccc3)no2)cc1	14	-5	3.2	-0.4	5	-31	0.6	-4.3*	-24
Cn1c(SCC(=O)Nc2ccc3cn[nH]c3c2)nnc1-c1cnccn1	5	-8	2.8	0.1	3[fluorescence artefact?]	6	13	0.32	-6
Cc1ccccc1NC(=O)CCSc1nnnn1-c1ccccc1	-9	-2	1.1	-1.9	6	-17	-1.3	-0.64	1
Cc1c(O)ccc(C(=O)COc2ccc(F)cc2)c1O	11	-7	-7.8	0.1	2[fluorescence artefact?]	-12	-0.2	-0.89	4
CC(=O)Nc1nc2cccc([N+](=O)[O-])c2s1	2	-8	-6.1	0.1	2	-9	1.2	-0.55	15
CCCCNC(=O)c1onc(CSc2ccc(Cl)cc2)c1C(=O)O	-44	8	-2.2	2.1	-2	-12	0.3	-0.026	5
COc1cc(CNCCc2c[nH]c3ccccc23)cc(Cl)c1OCC(N)=O	11	12	4.4	0.1	-1	-5	0.7	0.75	-7
CC1CN(Cc2nc3c(c(=O)n(C)c(=O)n3C)n2CCc2ccccc2)CC(C)O1 (centres undefined)	nt	nt	-1.4	-0.9	nt	nt	1.1	-1.1	-5
S=c1[nH]nc(Cc2ccccc2)n1-c1ccc(Cl)cc1	4	-5	-0.5	0.4	1	-10	-0.7	1.8	16
CCCc1nnc(NC(=O)CC(=O)OCC)s1	23	-15	0.2	1.5	0	-5	0.9	nt	3
CCOC(=O)C1(Cc2ccccc2Cl)CCN(C(=O)CN2CCOC2=O)CC1	-11	-4	-1.2	-0.1	2	-12	-1.0	nt	nt
O=C(c1ccc2c3c(cccc13)CC2)C1CCCN(Cc2ccncc2)C1 (centres undefined)	-186	3	-0.6	-1.0	5	-8	-0.5	0.047	8
CCOC(=O)C1=C(C)Nc2ncnn2C1c1ccccc1F (centres undefined)	2	-3	-1.3	0.6	-1	-11	-0.1	-0.11	1
CCOC(=O)c1ccc(NC(=O)C2CC(=O)Nc3nc4ccccc4n32)cc1 (centres undefined)	46	-8	1.2	-0.2	1	-2	0.7	2.5	-9
COC(OC)c1nc(SCC(=O)Nc2cccc(Cl)c2)ncc1C(=O)O	15	-19	2.0	-0.2	-1	-6	0.5	-1.3	-18
Nc1nc(C2CCCN2S(=O)(=O)c2ccc(Cl)cc2)cs1 (centres undefined)	-12	-9	-0.3	0.3	7	-15	-0.4	-0.12	-2
COc1ccc(S(=O)(=O)N(C)C)cc1NC(=O)COC(=O)c1nn(C)c(=O)c2ccccc12	-20	2	-0.8	-0.1	0	-5	2.5	-0.85	7
COc1ccc(C(=O)NC(=S)N2CC(C)OC(C)C2)cc1OC (centres undefined)	25	6	1.6	-0.4	-4	-10	0.6	0.43	-1
Cc1[nH]n(-c2ccccc2)c(=O)c1/C=N/NC(=O)c1ccoc1C	-14	-7	-8.4	-0.1	5[fluorescence artefact?]	5	23	1.2	0
Cc1ccc(NC(=O)c2cc(NC(=O)CCCC(=O)O)ccc2Cl)cc1Cl	-17	0	-2.1	2.7	3	-19	-0.2	-0.4	-4
COc1ccc(CCNC(=O)C2CCCN(C(=O)N(C)C)C2)c(OC)c1 (centres undefined)	6	-8	2.5	0.3	-4	-10	1.7	0.016	5
Cc1[nH]nc2c1C(c1ccccn1)N(c1ccc(Br)cc1)C2=O (centres undefined)	-35	-25	0.5	-0.1	5	-9	1.4	nt	4
Cc1oc2ccc(OCc3ccc(Cl)cc3)cc2c1C(=O)O	15	-7	1.0	0.1	1	3	0.8	0.42	nt

Exported as a markdown table: 16 of the compounds above.
| mol | m-calpain inh | MDM2 E3 inh | TNF necrop inh | PERK inhibitor | eIF4E 4G PPI | EBV gp42 inh | L929 necroptosis | KCC2 mod | Rad51 HR inh |
| --- | --- | --- | --- | --- | --- | --- | --- | --- | --- |
| CC1CN(Cc2nc3c(c(=O)n(C)c(=O)n3C)n2CCc2ccccc2)CC(C)O1 (centres undefined) | nt | nt | -1.4 | -0.9 | nt | nt | 1.1 | -1.1 | -5 |
| S=c1[nH]nc(Cc2ccccc2)n1-c1ccc(Cl)cc1 | 4 | -5 | -0.5 | 0.4 | 1 | -10 | -0.7 | 1.8 | 16 |
| CCCc1nnc(NC(=O)CC(=O)OCC)s1 | 23 | -15 | 0.2 | 1.5 | 0 | -5 | 0.9 | nt | 3 |
| CCOC(=O)C1(Cc2ccccc2Cl)CCN(C(=O)CN2CCOC2=O)CC1 | -11 | -4 | -1.2 | -0.1 | 2 | -12 | -1.0 | nt | nt |
| O=C(c1ccc2c3c(cccc13)CC2)C1CCCN(Cc2ccncc2)C1 (centres undefined) | -186 | 3 | -0.6 | -1.0 | 5 | -8 | -0.5 | 0.047 | 8 |
| CCOC(=O)C1=C(C)Nc2ncnn2C1c1ccccc1F (centres undefined) | 2 | -3 | -1.3 | 0.6 | -1 | -11 | -0.1 | -0.11 | 1 |
| CCOC(=O)c1ccc(NC(=O)C2CC(=O)Nc3nc4ccccc4n32)cc1 (centres undefined) | 46 | -8 | 1.2 | -0.2 | 1 | -2 | 0.7 | 2.5 | -9 |
| COC(OC)c1nc(SCC(=O)Nc2cccc(Cl)c2)ncc1C(=O)O | 15 | -19 | 2.0 | -0.2 | -1 | -6 | 0.5 | -1.3 | -18 |
| Nc1nc(C2CCCN2S(=O)(=O)c2ccc(Cl)cc2)cs1 (centres undefined) | -12 | -9 | -0.3 | 0.3 | 7 | -15 | -0.4 | -0.12 | -2 |
| COc1ccc(S(=O)(=O)N(C)C)cc1NC(=O)COC(=O)c1nn(C)c(=O)c2ccccc12 | -20 | 2 | -0.8 | -0.1 | 0 | -5 | 2.5 | -0.85 | 7 |
| COc1ccc(C(=O)NC(=S)N2CC(C)OC(C)C2)cc1OC (centres undefined) | 25 | 6 | 1.6 | -0.4 | -4 | -10 | 0.6 | 0.43 | -1 |
| Cc1[nH]n(-c2ccccc2)c(=O)c1/C=N/NC(=O)c1ccoc1C | -14 | -7 | -8.4 | -0.1 | 5[fluorescence artefact?] | 5 | 23 | 1.2 | 0 |
| Cc1ccc(NC(=O)c2cc(NC(=O)CCCC(=O)O)ccc2Cl)cc1Cl | -17 | 0 | -2.1 | 2.7 | 3 | -19 | -0.2 | -0.4 | -4 |
| COc1ccc(CCNC(=O)C2CCCN(C(=O)N(C)C)C2)c(OC)c1 (centres undefined) | 6 | -8 | 2.5 | 0.3 | -4 | -10 | 1.7 | 0.016 | 5 |
| Cc1[nH]nc2c1C(c1ccccn1)N(c1ccc(Br)cc1)C2=O (centres undefined) | -35 | -25 | 0.5 | -0.1 | 5 | -9 | 1.4 | nt | 4 |
| Cc1oc2ccc(OCc3ccc(Cl)cc3)cc2c1C(=O)O | 15 | -7 | 1.0 | 0.1 | 1 | 3 | 0.8 | 0.42 | nt |

Rows are unselected; 3.6% or so of the library scored in one or more.
